Source: PubChem BioAssay
a7 integrin act: activates integrin-mediated alleviation for muscular dystrophy; 350,000 compounds, 0.064% hits; alpha7betagal myoblasts, beta-gal FDG fluorescence, 48 h; Potency, µM (highest dose often 38.3 µM), inactives show at the highest dose activation, usual class: activators; AID 624291;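 further: potency means the concentration at half of the fitted maximal effect; 100% = response of the positive control SU9516; nearly all actives have a fitted effect of over 60% in size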
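alpha7betagal+/- myoblasts (passage 13, 250/well) treated 48 h at 37C with compounds at 1:260 dilution of DMSO stock. Lysed, then beta-galactosidase activity read as FDG fluorescence (ex 480/em 540) after 30 min, with pre-read for autofluorescence.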
TSHR antag: human thyrotropin receptor antagonism; 330,000 compounds, 0.2% hits; TSHR-expressing cells, TSH-stimulated cAMP HTRF, 2 h; active compounds read low; activity change, negative = inhibition, % at 11.5 µM;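 active means activity change below a set negative limit, meaning inhibition stronger than a set level, cut at about -70% in these data; inconclusive means activity change between two set negative limits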; further: on the % scale 0 is the no-effect control and ±100 the full control effect
Target sequence (P16473 whole entry, looked up): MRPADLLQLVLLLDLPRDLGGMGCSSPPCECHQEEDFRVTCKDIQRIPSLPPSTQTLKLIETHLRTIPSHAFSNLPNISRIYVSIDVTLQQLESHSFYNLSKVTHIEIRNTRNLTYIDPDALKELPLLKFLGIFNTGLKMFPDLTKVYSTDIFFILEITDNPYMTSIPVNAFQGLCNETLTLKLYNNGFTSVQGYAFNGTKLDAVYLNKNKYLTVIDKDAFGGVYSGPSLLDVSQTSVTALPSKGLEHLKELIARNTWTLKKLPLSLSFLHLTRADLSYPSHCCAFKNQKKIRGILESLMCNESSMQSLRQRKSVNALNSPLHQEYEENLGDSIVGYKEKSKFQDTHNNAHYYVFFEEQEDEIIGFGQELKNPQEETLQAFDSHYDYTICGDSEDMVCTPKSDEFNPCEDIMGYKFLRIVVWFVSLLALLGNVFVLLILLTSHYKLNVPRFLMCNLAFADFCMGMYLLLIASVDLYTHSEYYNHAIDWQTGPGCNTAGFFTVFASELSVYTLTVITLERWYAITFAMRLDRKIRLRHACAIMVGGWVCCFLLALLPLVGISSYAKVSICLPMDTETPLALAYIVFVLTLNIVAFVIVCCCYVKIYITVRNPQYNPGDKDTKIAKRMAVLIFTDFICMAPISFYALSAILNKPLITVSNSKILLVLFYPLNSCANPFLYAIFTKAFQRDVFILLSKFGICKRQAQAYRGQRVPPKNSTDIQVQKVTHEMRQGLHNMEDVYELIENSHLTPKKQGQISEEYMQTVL
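Cell-based HTRF cAMP assay; TSHR cells + compound, TSH EC80 (4nM final), 2 h, 37 deg C. Lysis with anti-cAMP cryptate and cAMP-d2, 30 min RT, read 665/620 nm.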
Menin MLL FP TR: inhibitors of human menin-MLL interaction, mutant MLL peptide | O00255 | Menin + Texas Red MLL mutant peptide, fluorescence polarization | Potency, µM (highest dose often 61.6 µM), without a hit: at the top dose FP activity change, negative = inhibition, most hits filed as inhibitors | 270,000 compounds, 0.23% hits; active means well fitted inhibition curve with a large enough effect in the polarisation, with a control signal flat, not every such curve was filed as active; inconclusive means small, poorly fitted or top-dose-only effect, or effect the other way, or a change in a side signal; inactive means no such curve, though single readings can be large or run the other way; the % refers to the polarisation; further: potency means the concentration at half of the fitted maximal effect; % of control where 0% means no effect; many of its hits are not listed in these tables
A-T KAP1 phos: potential ataxia-telangiectasia treatment | […] A-T fibroblasts, KAP-1 phosphorylation AlphaLISA; neocarzinostatin DNA damage 30 min before lysis | Potency, µM (top dose mostly 57.5 µM), without a hit: at the highest dose activation, most hits filed as activators | 320,000 compounds, 0.19% hits | AID 485349; further: potency means the concentration at half of the fitted maximal effect; % of control where 0% means no effect; nearly all actives have a fitted effect of over 45% in size
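ATM-like activity read as KAP-1 phosphorylation via AlphaLISA donor/acceptor antibody pairs after lysis and 6 hr at 25C. Cells were ATM-null patient fibroblasts ([…], hTERT), dosed 60 min, then exposed to the DSB inducer NCS for 30 min.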
Mito fusion act: mitochondrial division inhibition or fusion activation. S. cerevisiae fusion-defective mutant growth rescue, CellTiterGlo 48 h. Potency, µM (highest dose often 46.1 µM), for inactives: at the top dose growth rescue (activation), most hits filed as activators. 320,000 compounds, 0.23% hits. AID 485298;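 further: potency means the concentration at half of the fitted maximal effect; % of control where 0% means no effect; nearly all actives have a fitted effect of over 45% in size; temperature-sensitive fusion mutants such as fzo1-1 at 37 °C on non-fermentable ethanol glycerol medium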
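Growth-rescue viability read-out: after 48 h at the non-permissive 37C in glycerol/ethanol YPEG, yeast mitochondrial fusion mutants are measured by CellTiterGlo luminescence; compounds (23 nl pinned per well) restoring growth score as division inhibitors or fusion activators.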
PTAP TSG101 blk: blocks PTAP/TSG101 interaction to inhibit HIV-1 budding; 340,000 tested, under 10 active; Q99816; Potency, µM (titrated, usually from 115 µM), for inactives: at the highest dose activity change, negative = inhibition, usual class: inhibitors; Fluorescence polarization, FITC-PTAP peptide / Tsg101 binding; active means well fitted inhibition curve with a large enough effect in the main read-out, with a control signal flat, not every such curve was filed as active; inconclusive means small, poorly fitted or top-dose-only effect, or effect the other way, or a change in a side signal; inactive means no such curve, though single readings can be large or run the other way; further: potency means the concentration at half of the fitted maximal effect; % of control where 0% means no effect
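Tsg101 binding domain (10 uM final) was mixed with compound and a FITC-labeled PTAP peptide (50 nM final) in HEPES pH 7.5 buffer with NaCl, Tween 20, EDTA and TCEP; fluorescence polarization was read after 20 min at r.t.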
S-ASM inh: blocks human secretory acid sphingomyelinase | 340,000 compounds, 0.006% hits | AID 504937 | P17405 | placental ASM, HMU-PC fluorogenic substrate, 60 min | Potency, µM (doses to about 57.5 µM), inactives show top-dose activity change, negative = inhibition, usual class: inhibitors; further: potency means the concentration at half of the fitted maximal effect
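qHTS format. ASM enzyme prepared from human placenta hydrolyses the fluorogenic substrate HMU-PC0 (9 uM final) over 60 min at 37 °C after a 10 min compound preincubation.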
CXXC DNA block: inhibitors of human MLL CXXC domain-DNA interaction. Q03164. MLL-CXXC / FITC-HOXA9 DNA fluorescence polarization. Potency, µM (series often up to 115 µM), for the others: at the top dose activity change, negative = inhibition, usual class: inhibitors. 290,000 compounds, 0.037% hits. AID 2662; active means well fitted inhibition curve with a large enough effect in the polarisation, with a control signal flat, not every such curve was filed as active; inconclusive means small, poorly fitted or top-dose-only effect, or effect the other way, or a change in a side signal; inactive means no such curve, though single readings can be large or run the other way; the % refers to the polarisation; further: potency means the concentration at half of the fitted maximal effect
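Steps: dispense CXXC domain solution (7 uM) → pin compounds or unlabeled HOX-A9 DNA control → 5 min ambient → add FLSN-HOX-A9 solution (50 nM) → spin → 30 min ambient → fluorescence polarization. Tris pH 7.5/NaCl/DTT/BSA buffer.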
TCR activator: activators of T cell receptors | Potency, µM (top dose mostly 9.22 µM), inactives show top-dose activation of IL-2 secretion, usual class: activators | 330,000 tested, under 10 active | primary human leukocytes, anti-CD3, IL-2 HTRF, 48 h; further: % of control where 0% means no effect
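Primary human leukocytes incubated 48 hr with anti-CD3 beads plus compound, without co-stimulation. Secreted IL-2 measured by HTRF (europium cryptate/d2 anti-IL-2 pair, 320 nm excitation, 665 nm emission).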
MBNL1-CUG inh: inhibitors of human MBNL1 binding to CUG repeat RNA. Q9NR56. TR-FRET MBNL1-His/biotin-(CUG)12 binding, 665/545 ratio. Potency, µM (top dose mostly 57.5 µM), without a hit: at the top dose activity change, negative = inhibition, usual class: inhibitors. 280,000 compounds, 0.036% hits; active means well fitted inhibition curve with a large enough effect in the signal ratio, with a control signal flat, not every such curve was filed as active; inconclusive means small, poorly fitted or top-dose-only effect, or effect the other way, or a change in a side signal; inactive means no such curve, though single readings can be large or run the other way; the % refers to the signal ratio; further: potency means the concentration at half of the fitted maximal effect; on the % scale 0 is the no-effect control and ±100 the full control effect
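TR-FRET between His-tagged MBNL1 and biotin-(CUG)12 RNA, detected with Tb anti-His antibody (0.055 ng/ul) and streptavidin-XL665 (5 nM), 60 min at room temperature. Compounds titrated 92 nM to 58 uM; 665/545 nm ratio normalized to buffer and complex controls.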
* marks the source's active call; other numbers are inactive results; ? = inconclusive; / = not tested or not shown; [ ] = dose if it differs, or a comment. Unless noted, the call rests on the fitted dose curve; in most records, active means well fitted curve in the direction sought with a large enough effect; inconclusive means small, poorly fitted or top-dose-only effect, or another doubt; inactive means no such curve, though single readings can be large; an effect the other way counts as inactive or inconclusive. These rows are one share of the data. The share of hits here may be higher or lower than overall.

SMILES | a7 integrin act | TSHR antag | Menin MLL FP TR | A-T KAP1 phos | Mito fusion act | PTAP TSG101 blk | S-ASM inh | CXXC DNA block | TCR activator | MBNL1-CUG inh
COc1cccc(CNc2ncnc3cc(OC)c(OC)cc23)c1 | 10.4% | -10.6 | 9.5% | -4.2% | 1.6% | -7.0% | -1.5% | -1.4% | 2.4% | 0.5%
S=c1[nH]nc(COc2ccccc2)n1-c1ccc(Cl)cc1 | 6.5% | / | / | / | / | -10.7% | -0.5% | / | -2.1% | /
CCN1CCN(C(=S)Nc2ccc3nc(N4CCN(C)CC4)cc(C)c3c2)CC1 | -8.0% | -3.5 | -9.2% | -3.5% | -1.2% | -1.0% | 61.1%[activator] | -1.3% | 1.8%[46.1 µM] | /
C[C@H]1[C@@H](c2ccccc2)Oc2ccc(Cl)cc2S(=O)(=O)N1Cc1ccc(F)cc1F | 3.1% | / | / | / | / | -2.1% | 1.9% | / | -1.8% | /
CN1OC[C@@H]2CN(C(=O)CCc3ccccc3)[C@H](c3cccc(Oc4ccccc4)c3)C[C@@H]21 | 11.8% | / | / | / | / | -1.1% | 2.8% | / | 0.9% | /
Cc1ccc2cc(COC(=O)c3cccc([N+](=O)[O-])c3)c(=O)[nH]c2c1 | 7.5% | -0.7 | / | 3.8% | 1.5% | -2.8% | -1.2% | 3.1% | -0.7% | 16.9%
CCc1c(C)nc2c(-c3ccccc3)c(C)nn2c1Nc1ccc(NC(C)=O)cc1 | -6.1% | 9.6 | / | 0.7% | 4.9% | -2.4% | -4.0% | -17.8% | -1.0% | -0.8%
CC(C)NC(=O)N1CCN(c2ccncc2S(=O)(=O)N2CCCCC2)CC1 | -45.1%[inhibitor] | 0.2 | / | 10.9% | 0.1% | -0.3% | -1.9% | 11.9% | -1.0% | -2.9%
CC(C)(C)S(=O)(=O)/C(C#N)=N/Nc1ccc(C#N)cc1 | 6.1% | -14.6 | 12.0% | -3.4% | -3.6% | 0.4% | -15.9% | 3.0% | -0.8% | ?
O=C(N/N=C/c1cccc(C(F)(F)F)c1)c1ccc(O)cc1 | 7.2% | -3.7 | -5.8% | 5.6% | 1.6% | -5.4% | -0.5% | 1.9% | 1.8% | -2.9%
Cc1c(C(=O)NC(=S)Nc2ccc(NC(=O)c3cccs3)cc2)oc2ccccc12 | -4.2% | 1.7 | ? | 3.4% | 1.1% | -0.6% | -3.2% | -24.8% | 0.2% | 20.8%
Cc1ccc(-c2nn(CCC(=O)NC(C)C)c(=O)c3ccccc23)cc1 | -11.7% | 3.0 | -17.8% | ? | 8.9% | -1.0% | -2.0% | -11.4% | 10.1% | -0.8%
CCOC(=O)c1c(CN2CCOCC2)n(-c2ccccc2)c2cc(Br)c(OC)cc12 | -61.6%[inhibitor] | -1.9 | -3.8% | 7.6% | -7.0% | -4.5% | -17.4% | 7.6% | / | -6.2%
Cc1cc(=O)oc2cc(OCC(=O)NC3(C#N)CCCCC3)c(Cl)cc12 | 23.8% | -8.1 | / | -3.6% | 1.9% | -1.5% | 199.3%[activator] | / | -17.3% | /
CC1CCCCC12NC(=O)N(CC(=O)Nc1cccnc1Cl)C2=O (configuration not stated) | 12.3% | 24.6 | / | -10.2% | 0.7% | -2.0% | 10.4% | 38.6%[activator] | -1.9% | 0.3%
COc1ccc(C(=O)C[n+]2ccccc2C)cc1 | -5.5% | 28.6 | -17.9% | -10.3% | ? | -1.7% | -1.7% | ? | 5.6%[46.1 µM] | -18.7%
Clc1cccc(CNCCNCc2cccc(Cl)c2)c1 | -27.4% | -2.3 | -25.3% | -1.5% | 6.4% | 0.3% | 2.9% | 1.7% | -5.0% | 4.7%
Cc1ccc(CNC(=O)C2CCC(=O)N(CCc3ccc(Cl)cc3)C2)s1 (configuration not stated) | 28.1% | 5.3 | / | 12.8% | 0.9% | -0.3% | 7.6% | 14.6% | 6.3% | -1.5%
Cc1ccc(S(=O)(=O)N[C@H](C(=O)N2CCC(C(=O)N[C@H](C(=O)O)c3ccccc3)CC2)C(C)C)cc1 | -6.6% | 0.6 | 2.2% | -2.4% | -3.0% | 0.8% | 1.3% | -5.4% | -4.9% | 5.3%
CC(=O)c1ccc(OCC(O)CN2CCN(S(=O)(=O)c3c(C)c(C)cc(C)c3C)CC2)cc1 (configuration not stated) | -12.0% | 3.5 | ? | -1.9% | 1.8% | -1.4% | -4.5% | -8.1% | 3.2% | 1.3%

As a short view, some entries already given.
SMILES | a7 integrin act | TSHR antag | Menin MLL FP TR | A-T KAP1 phos | Mito fusion act | PTAP TSG101 blk | S-ASM inh | CXXC DNA block | TCR activator | MBNL1-CUG inh
Cc1c(C(=O)NC(=S)Nc2ccc(NC(=O)c3cccs3)cc2)oc2ccccc12 | -4.2% | 1.7 | ? | 3.4% | 1.1% | -0.6% | -3.2% | -24.8% | 0.2% | 20.8%
Cc1ccc(-c2nn(CCC(=O)NC(C)C)c(=O)c3ccccc23)cc1 | -11.7% | 3.0 | -17.8% | ? | 8.9% | -1.0% | -2.0% | -11.4% | 10.1% | -0.8%
CCOC(=O)c1c(CN2CCOCC2)n(-c2ccccc2)c2cc(Br)c(OC)cc12 | -61.6%[inhibitor] | -1.9 | -3.8% | 7.6% | -7.0% | -4.5% | -17.4% | 7.6% | / | -6.2%
Cc1cc(=O)oc2cc(OCC(=O)NC3(C#N)CCCCC3)c(Cl)cc12 | 23.8% | -8.1 | / | -3.6% | 1.9% | -1.5% | 199.3%[activator] | / | -17.3% | /
CC1CCCCC12NC(=O)N(CC(=O)Nc1cccnc1Cl)C2=O (configuration not stated) | 12.3% | 24.6 | / | -10.2% | 0.7% | -2.0% | 10.4% | 38.6%[activator] | -1.9% | 0.3%
COc1ccc(C(=O)C[n+]2ccccc2C)cc1 | -5.5% | 28.6 | -17.9% | -10.3% | ? | -1.7% | -1.7% | ? | 5.6%[46.1 µM] | -18.7%
Clc1cccc(CNCCNCc2cccc(Cl)c2)c1 | -27.4% | -2.3 | -25.3% | -1.5% | 6.4% | 0.3% | 2.9% | 1.7% | -5.0% | 4.7%
Cc1ccc(CNC(=O)C2CCC(=O)N(CCc3ccc(Cl)cc3)C2)s1 (configuration not stated) | 28.1% | 5.3 | / | 12.8% | 0.9% | -0.3% | 7.6% | 14.6% | 6.3% | -1.5%
Cc1ccc(S(=O)(=O)N[C@H](C(=O)N2CCC(C(=O)N[C@H](C(=O)O)c3ccccc3)CC2)C(C)C)cc1 | -6.6% | 0.6 | 2.2% | -2.4% | -3.0% | 0.8% | 1.3% | -5.4% | -4.9% | 5.3%
CC(=O)c1ccc(OCC(O)CN2CCN(S(=O)(=O)c3c(C)c(C)cc(C)c3C)CC2)cc1 (configuration not stated) | -12.0% | 3.5 | ? | -1.9% | 1.8% | -1.4% | -4.5% | -8.1% | 3.2% | 1.3%
